FAS-TE inh: FAS thioesterase (human) inhibition. P49327. inhibition, % at 15 µM. recombinant FAS-TE, OMFH fluorogenic substrate, fluorescence endpoint. actives 0.67% (n = 360,000);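 active = compounds whose normalised, plate-corrected inhibition of enzyme fluorescence in the single-dose primary screen is 50% or more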;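 note: 0% = DMSO with enzyme and 100% = substrate without enzyme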
Target sequence (P49327 whole entry, looked up): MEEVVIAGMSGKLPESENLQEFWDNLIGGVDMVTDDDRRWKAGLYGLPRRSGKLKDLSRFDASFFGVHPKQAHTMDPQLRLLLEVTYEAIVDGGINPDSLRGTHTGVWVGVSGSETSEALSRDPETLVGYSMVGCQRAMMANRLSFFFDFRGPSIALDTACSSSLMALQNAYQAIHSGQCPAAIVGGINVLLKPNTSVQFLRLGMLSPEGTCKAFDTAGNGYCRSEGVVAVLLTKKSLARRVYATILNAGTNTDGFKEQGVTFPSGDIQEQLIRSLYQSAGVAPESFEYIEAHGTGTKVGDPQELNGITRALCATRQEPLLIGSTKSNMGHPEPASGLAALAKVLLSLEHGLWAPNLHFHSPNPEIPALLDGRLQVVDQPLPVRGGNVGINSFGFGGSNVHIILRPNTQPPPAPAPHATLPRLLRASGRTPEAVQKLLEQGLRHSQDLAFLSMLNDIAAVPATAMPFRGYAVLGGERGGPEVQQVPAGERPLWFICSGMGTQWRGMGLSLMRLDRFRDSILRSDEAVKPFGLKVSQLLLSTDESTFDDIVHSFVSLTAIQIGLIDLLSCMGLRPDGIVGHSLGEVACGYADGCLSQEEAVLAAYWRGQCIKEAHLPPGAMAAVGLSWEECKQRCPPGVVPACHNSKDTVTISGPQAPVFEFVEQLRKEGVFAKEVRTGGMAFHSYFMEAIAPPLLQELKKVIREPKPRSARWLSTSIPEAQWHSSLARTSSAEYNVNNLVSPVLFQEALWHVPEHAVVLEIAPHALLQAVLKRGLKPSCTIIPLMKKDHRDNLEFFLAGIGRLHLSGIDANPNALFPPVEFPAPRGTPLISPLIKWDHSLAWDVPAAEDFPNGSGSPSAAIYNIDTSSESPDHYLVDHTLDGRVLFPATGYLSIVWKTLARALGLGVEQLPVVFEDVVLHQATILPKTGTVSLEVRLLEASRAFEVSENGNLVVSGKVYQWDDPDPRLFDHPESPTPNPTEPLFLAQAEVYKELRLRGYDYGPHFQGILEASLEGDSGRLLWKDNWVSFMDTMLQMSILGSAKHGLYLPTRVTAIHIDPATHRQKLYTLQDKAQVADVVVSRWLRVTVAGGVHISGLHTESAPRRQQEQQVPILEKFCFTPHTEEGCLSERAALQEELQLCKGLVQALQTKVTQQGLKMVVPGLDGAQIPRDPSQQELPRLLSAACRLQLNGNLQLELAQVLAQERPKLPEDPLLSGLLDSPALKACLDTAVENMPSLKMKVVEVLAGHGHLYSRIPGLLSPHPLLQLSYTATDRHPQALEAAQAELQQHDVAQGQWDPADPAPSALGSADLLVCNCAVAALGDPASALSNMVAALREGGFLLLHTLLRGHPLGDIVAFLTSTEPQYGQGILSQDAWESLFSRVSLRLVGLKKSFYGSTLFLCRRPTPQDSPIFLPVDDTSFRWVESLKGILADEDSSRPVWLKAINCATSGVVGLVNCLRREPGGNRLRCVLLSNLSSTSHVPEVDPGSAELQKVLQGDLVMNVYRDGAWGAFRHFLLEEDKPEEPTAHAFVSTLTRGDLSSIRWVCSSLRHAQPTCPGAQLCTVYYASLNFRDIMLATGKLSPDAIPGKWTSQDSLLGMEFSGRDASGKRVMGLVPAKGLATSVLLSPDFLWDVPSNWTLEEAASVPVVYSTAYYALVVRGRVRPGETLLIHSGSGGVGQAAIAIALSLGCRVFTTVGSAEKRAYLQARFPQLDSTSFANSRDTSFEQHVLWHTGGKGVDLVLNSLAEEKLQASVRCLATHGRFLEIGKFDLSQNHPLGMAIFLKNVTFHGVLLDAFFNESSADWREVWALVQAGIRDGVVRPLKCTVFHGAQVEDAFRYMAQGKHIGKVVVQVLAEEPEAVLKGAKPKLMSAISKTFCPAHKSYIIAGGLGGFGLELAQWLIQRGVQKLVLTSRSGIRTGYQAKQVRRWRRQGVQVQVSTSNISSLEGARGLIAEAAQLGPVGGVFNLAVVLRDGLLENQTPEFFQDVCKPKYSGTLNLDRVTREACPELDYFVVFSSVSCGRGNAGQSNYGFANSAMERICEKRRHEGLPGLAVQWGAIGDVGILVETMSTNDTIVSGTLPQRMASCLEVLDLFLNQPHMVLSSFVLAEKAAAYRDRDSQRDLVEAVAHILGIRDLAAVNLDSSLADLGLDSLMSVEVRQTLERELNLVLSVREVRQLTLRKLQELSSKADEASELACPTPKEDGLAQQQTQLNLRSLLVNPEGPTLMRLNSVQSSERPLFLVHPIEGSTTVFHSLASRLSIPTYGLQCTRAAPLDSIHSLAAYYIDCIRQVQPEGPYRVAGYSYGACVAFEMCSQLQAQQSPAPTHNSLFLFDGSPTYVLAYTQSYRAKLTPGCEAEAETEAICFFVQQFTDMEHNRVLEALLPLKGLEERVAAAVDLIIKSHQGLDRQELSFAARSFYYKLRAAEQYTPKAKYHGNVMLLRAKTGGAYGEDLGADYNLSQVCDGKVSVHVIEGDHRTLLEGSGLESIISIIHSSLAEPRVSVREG
MT1-MMP act inh: blocks activation of human MT1-MMP; P50281; HT1080 RFP-PRO-GFP cells, GFP/RFP ratio fluorescence, overnight; percent of plate control window, DMSO zero; GFP/RFP ratio change, % at 20 µM; actives 0.061% (n = 360,000); AID 651647;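 active = GFP/RFP ratio change of at least 30% with cell ATP level not reduced by more than half and red fluorescence within 50% of control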; note: strong numbers were not always called active
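Material: RFP-PRO-GFP reporter HT1080 cells. Dosing: single-point 20 µM compound, 1% DMSO. Controls: DMSO and RFP-L50D-GFP cell wells. Timing: cells overnight before dosing, compound overnight, 37 °C, 5% CO2. Measure: GFP/RFP fluorescence ratio.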
E coli Lon inh: inhibitors of E. coli Lon protease; P0A9M0; actives 0.42% (n = 360,000); purified E. coli Lon protease, fluorescence polarization; AID 602123; inhibition, % at 7.94 µM; in the data active = inhibition above about 13%, passing the limit was not always enough;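 note: 0% = enzyme with probe and DMSO and 100% = no enzyme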
Rin1 Abl inh: human Rin1-Abl interaction inhibition | P00519+Q13671 | TR-FRET Rin1/Abl binding, biochemical | inhibition, % at 7.35 µM | actives 0.4% (n = 360,000) | AID 588664; in the data active = inhibition above about 5%, passing the limit was not always enough
MsrA inh: bovine MsrA inhibition. purified bovine MsrA, absorbance read-out. inhibition, % at 15.5 µM. actives 0.75% (n = 360,000); in the data active = inhibition above about 4.5%;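 note: 0% = vehicle wells with enzyme and 100% = reference inhibitor wells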
SKN-1 inh: C. elegans SKN-1 inhibition; C. elegans VP596 Pgst-4::GFP/RFP ratio, acrylamide-induced, 24 h; inhibition, % at 21.8 µM; actives 0.49% (n = 360,000); AID 624304;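 active = interference check ratio from 0.5 to 1.5 plus GFP to RFP signal ratio inhibition reaching or exceeding a fixed threshold, cut at about 30% in these data, passing the limit was not always enough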; note: some compounds called inactive have numbers as strong as hits
bovine MsrA act: activators of bovine methionine sulfoxide reductase A; activation, % at 10.6 µM; purified bovine MsrA, absorbance read-out; actives 0.3% (n = 360,000); in the data active = activation above about 7.5%;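 note: 0% = vehicle and 100% = reference activator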
CendR NRP1 mod: modulators of CendR peptide binding to human neuropilin-1; O14786; inhibition, % at 25 µM; FAM-RPARPAR peptide binding to NRP-1, fluorescence polarization; AID 602438; actives 0.85% (n = 360,000);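 active = inhibition or corrected inhibition above about 18%, plus a signal ratio from 0.5 to 1.5, limit read from the data, passing the limit was not always enough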; note: strong numbers were not always called active
Neddylation inh: inhibitors of human cullin neddylation. P61081+Q13564. TR-FRET cullin neddylation, biochemical. calls only at 25 µM. actives 0.58% (n = 360,000). AID 651699; in the data active = inhibition above about 36%
Starred values were filed as active, the others as inactive; i = inactive; / = no result given; + = active, no number.

SMILES	FAS-TE inh	MT1-MMP act inh	E coli Lon inh	Rin1 Abl inh	MsrA inh	SKN-1 inh	bovine MsrA act	CendR NRP1 mod	Neddylation inh
O=C(C[C@H]1C/C=C\CC[C@@H](Cc2ccc(F)cc2)C(=O)O[C@@H](c2ccccc2)CNC1=O)N[C@@H](CO)Cc1ccccc1	-7	10	2	2	0.1	13	-4	1	i
COc1ccc(/C=C2/C(=O)N(c3c(F)c(F)c(F)c(F)c3F)N=C2C)cc1	-1	-2	5	-3	-0.6	10	-1	-1	i
Cc1nnc(NC(=O)CCCOc2ccccc2)s1	-6	1	4	0	0.0	-2	3	1	i
CC(C)(C)N1C(=O)c2ccccc2NC(=O)C1C(=O)NCCc1ccccc1 (centres undefined)	/	3	/	/	0.5	6	/	10	i
COc1ccc(NC(=O)CC(NC(C)c2ccccc2)C(=O)O)cc1 (centres undefined)	-8	2	1	-4	0.0	6	7	2	i
O=C1[C@@H](Oc2ccccc2)[C@@H](c2ccccc2)N1c1ccccc1	-9	4	-6	1	-1.2	10	-1	-8	i
O=C(CSc1ccsc1[N+](=O)[O-])Nc1cccc(F)c1	13	-6	-5	1	1.9	-7	-4	-11	i
O=C(CSc1ccccn1)Nc1cccc2ccccc12	-2	8	-3	4	0.1	-3	2	-8	i
CCCN1CCc2c(sc(NC(=S)NC(=O)c3ccccc3)c2C#N)C1	-21	-128	-339	-15	3.1	17	-2	134	i
CC(=O)c1sc2nc(-c3ccco3)ccc2c1N	-1	-9	-9	0	1.4	13	-4	-22	+
COc1ccc(-c2cc(C(=O)Nc3ccccc3SC)no2)cc1OC	1	2	-2	1	-0.8	4	-1	7	+
Cc1ccc(C(=O)Nc2cccc(C(=O)NCc3ccccc3)c2)cc1	2	-4	-10	-3	0.7	1	-5	-5	i
CCOc1ccc(NC(=O)C(C)N2C(=O)c3ccccc3S2(=O)=O)cc1 (centres undefined)	1	-3	0	-1	-0.9	8	1	5	i
CCOC(=O)/C(=C\c1ccc([N+](=O)[O-])o1)NC(=O)c1ccccc1	0	-18	-15	-3	/	17	-3	-4	i
Cc1nc(N(C)Cc2ccccc2)c2c(C)c(C)sc2n1	17	-4	6	0	0.9	16	-2	-5	i
CCc1nnc2sc(-c3cc(-c4ccccc4)nc4ccccc34)nn12	-3	0	3	0	0.6	6	-3	-4	i
O=C(NCc1ccncc1)Nc1ccc(Cl)cc1Cl	-2	4	-4	-1	0.2	13	-1	11	i
Cc1cccc(NS(=O)(=O)c2cccc(C(=O)NCC(c3ccco3)N(C)C)c2)c1 (centres undefined)	-6	5	-1	1	-0.6	1	-6	-1	i
CCN(CC)C(=O)CSc1nnc(-c2ccc(O)cc2)n1CC1CCCO1 (centres undefined)	-6	0	-3	-1	-1.2	27	0	5	i
CC(C)c1nc2cc(C(=O)NC(c3cccnc3)C(F)(F)F)ccc2o1 (centres undefined)	-8	1	-9	1	0.3	12	-1	4	i
CCN1C(=O)CC(c2ccccc2)CC1=O	-6	-1	-3	-3	-1.2	1	-2	-1	i
C/C(=C\c1ccccc1)CN1CCC(C(=O)N2CCCCC2)CC1	-3	4	-1	1	1.1	4	-4	-10	i
CCCN(CCC)CCCNC(=O)c1cn(CCOC)c(=O)c2c1c1ccccc1n2C	-5	-1	-3	-3	1.8	12	-3	3	+
COC(=O)C1=CN(c2cccc(OCc3ccccc3)c2)C(N)=C(C#N)C1c1ccc(-c2ccccc2)cc1 (centres undefined)	/	-1	/	/	1.3	9	/	1	i
CC(C(=O)NC1CCCC1)N1CCN(S(=O)(=O)c2ccc(C(C)(C)C)cc2)CC1 (centres undefined)	8	3	2	1	1.0	8	-8	5	i
Cc1ccc(C)c(N2N=C(C(=O)Nc3cccnc3)CCC2=O)c1	-2	-1	3	1	0.1	-10	-6	-8	i
CC(C)c1ccc(NS(=O)(=O)c2ccc3[nH]cc(C(=O)N4CCC(C(N)=O)CC4)c(=O)c3c2)cc1	0	-1	0	-1	-0.3	-2	-1	-3	i
O=C(C[n+]1ccccc1)N/N=C/c1ccccc1F	-2	-1	5	0	0.3	12	-2	12	i
CC(=O)c1cccc(NC(=S)NC(=O)c2ccccc2Cl)c1	-4	-1	-6	0	0.8	0	-3	-2	i
CCn1c(SCc2nc3ccccc3nc2C)nnc1-c1cccs1	-4	-5	-4	0	0.4	11	-3	7	i
CCCn1c(CCNC(=O)c2cccs2)nc2ccccc21	1	-2	-4	-4	-1.1	-4	-1	-9	i
CCc1ccc(NC(=O)CCCN2C(=S)NC(C)(C)CC2C)cc1 (centres undefined)	0	2	5	-7	-0.6	0	-1	8	i
O=C(NN1C(=O)c2ccccc2NC1c1ccoc1)c1ccc([N+](=O)[O-])cc1 (centres undefined)	30	-2	-7	4	0.1	-1	-4	2	i
O=C(Cc1cccc2ccccc12)Nc1ccccc1C(=O)O	-2	1	-1	1	0.2	-20	-6	-8	i
COCCn1c(SCc2ccc(C(=O)OC)o2)nc2ccccc2c1=O	8	5	-4	4	1.4	18	-5	-8	i
CC(C)=CC(=O)N1CC[C@@H](N2CCN(c3ccccc3F)CC2)[C@H](O)C1	-2	-2	-9	-1	-0.9	-4	-3	-9	i
c1ccc(COc2cccc(CNCc3cccs3)c2)cc1	16	-1	2	-2	-0.2	-6	-3	-5	i
COc1ccc(NCCNc2ccc(OC)cc2)cc1	-6	0	19	-3	-0.6	-14	-1	3	i
CCN1CCCc2cc(CN(CCN3CCOCC3)C(=S)Nc3ccccc3OC)ccc21	9	-2	-4	2	-0.2	4	-3	-6	i
COc1ccc(Cl)cc1NC(=O)CN(C)CC(=O)NCc1ccc(F)cc1	3	3	-4	2	-0.7	3	-2	-10	i
CC(Sc1nc(N2CCCCC2)c2c(c1C#N)CCCC2)C(=O)O (centres undefined)	4	2	-1	-7	1.4	-3	-1	6	i
O=C(Oc1ccccc1)c1ccc2c(c1)C(=O)N(Cc1ccncc1)C2=O	-13	0	5	-2	0.6	-3	-5	0	i
COc1ccc(C(=O)NCc2ccccc2OC)c(OC)c1	-6	-2	4	2	-0.1	-14	-1	0	i
CC(=O)c1ccc(N2CCN(C(=S)NCCCN(C)C)CC2)cc1	-6	5	-7	0	3.8	-8	-6	-4	i
COc1ccccc1C(=O)N1CCN(C(=O)[C@H]2O[C@@H](n3ccc(N)nc3=O)[C@H](O)[C@@H]2O)CC1	-6	-2	-6	1	-0.6	0	-4	-6	i
CC(=O)C(Cc1ccc(Cl)nc1)Cc1ccc(Cl)nc1	-5	0	7	0	0.7	1	-3	-4	i
Cc1ccc(C(=O)NCCNC(=O)CN2CCCC2)cc1	-2	-1	-3	2	-0.2	2	-1	9	i
CCOC(=O)CCc1c(C)nc2c(c(C)nn2-c2ccccc2)c1C	16	-1	9	2	-0.1	5	-2	-7	i
Cc1cccc(C)c1OCC(=O)Nn1c(COc2ccccc2)nc2ccccc2c1=O	26	-6	-3	0	-0.1	13	-2	-11	i
Cn1c(C(=O)NCc2cccs2)cc2c(=O)n(C)c3ccccc3c21	-1	5	6	-4	0.8	-4	-9	-24	i
Cc1ccccc1-n1nc2c(c1NC(=O)c1ccc(Br)o1)CSC2	-1	4	10	-1	/	-6	-11	-13	i
Cc1oc(-c2ccccc2)nc1C(=O)OCC(=O)NCc1ccccc1	-4	-5	-4	-3	0.5	-2	-8	-3	i
CC(C)CN(CC(C)C)CC(O)COc1ccccc1Br (centres undefined)	9	3	6	1	-0.1	-1	-1	5	i
COc1ccccc1N(C)S(=O)(=O)c1ccc(C(=O)OCC(=O)NCC(F)(F)F)cc1	2	-2	11	-1	1.7	5	-3	-1	i
COc1cc(NC(=O)CCc2ccccc2)nc(OC)n1	2	-3	-6	1	-1.2	13	-3	-3	i
COc1ccccc1NCC(=O)n1nc(C)cc1C	-1	2	-4	0	0.8	10	-1	11	i
Cn1c(N)c(C(=O)COC(=O)c2cccc(S(=O)(=O)N3CCOCC3)c2)c(=O)n(C)c1=O	-5	5	3	4	0.3	7	-5	19	i
N#Cc1nc(COc2ccc(Br)cc2)oc1N1CCCCCC1	31	-2	6	0	-0.6	8	2	0	i
COc1ccc(C2C3=C(CCCC3=O)Nc3c(-c4ccccc4)c(C)nn32)cc1 (centres undefined)	-2	6	-4	-4	/	18	-3	-9	/
CCOC(=O)[C@H]1[C@H]2COc3ccccc3[C@@H]2N2C(=O)c3cc(F)c(F)cc3NC(=O)[C@@]12C	-7	-3	-3	-1	-1.0	-5	-2	17	i
Continued.
SMILES	FAS-TE inh	MT1-MMP act inh	E coli Lon inh	Rin1 Abl inh	MsrA inh	SKN-1 inh	bovine MsrA act	CendR NRP1 mod	Neddylation inh
COC(=O)CNC(=O)C(C)NC(=O)CNC(=O)OCc1ccccc1 (centres undefined)	-9	-1	8	-1	0.3	6	0	8	i
COC(=O)CN(c1ccc(OC)cc1)S(=O)(=O)c1ccc(OC)c(OC)c1	-3	-2	-6	3	0.2	-7	0	7	i
CC(=O)Nc1ccc(S(=O)(=O)NCc2nnnn2-c2ccc(Cl)cc2)cc1	-1	-2	-10	2	0.2	-3	-5	-3	i
CCc1nc2c(OCCC3CCCCC3)cccn2c1N(C)C(=O)c1ccccc1F	15	-10	4	2	0.7	2	0	-21	i

Screening data deposited in PubChem BioAssay by several laboratories.

Rows are unselected. About 4.2% of those tested had a hit in this group.
